High-throughput results deposited in PubChem by Johns Hopkins Ion Channel Center.
Kir21 block – Kir2.1 (mouse) channel inhibition; B-score at 10 µM; P35561; HEK293-Kir2.1, FluxOR thallium flux fluorescence; active compounds read low; hit rate 0.85% among 310,000;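 active means fluorescence ratio B-score at or below minus 3 SD of library scores, with starting-brightness B-score within 2 SD, cut at about -4.2 in these data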;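 further: channel flux triggered by added potassium and thallium sulfate stimulus; B-score of peak minus minimum fluorescence over baseline after thallium stimulus; more negative B-score means stronger Kir2.1 block with less thallium influx; some compounds called inactive have numbers as strong as hits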
Target sequence (P35561 whole entry, looked up): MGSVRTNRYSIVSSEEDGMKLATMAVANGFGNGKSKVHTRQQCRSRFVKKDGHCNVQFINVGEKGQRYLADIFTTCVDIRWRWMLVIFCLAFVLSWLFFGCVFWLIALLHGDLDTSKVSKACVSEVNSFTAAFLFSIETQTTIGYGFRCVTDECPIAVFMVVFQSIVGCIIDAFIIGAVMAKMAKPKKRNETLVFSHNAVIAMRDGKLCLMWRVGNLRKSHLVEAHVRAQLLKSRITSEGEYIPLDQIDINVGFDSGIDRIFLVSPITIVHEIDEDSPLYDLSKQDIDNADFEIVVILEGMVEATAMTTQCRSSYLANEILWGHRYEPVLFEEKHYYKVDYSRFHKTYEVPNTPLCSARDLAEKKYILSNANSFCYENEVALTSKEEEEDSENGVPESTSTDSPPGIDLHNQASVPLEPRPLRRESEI
KCNQ2 block – KCNQ2 potassium channel inhibitors, primary screen, cell-based, CHO-K1, FluxOR thallium flux, B-score (AID 2156) | O88943 | 20 min; active compounds read low | B-score at 10 µM | hit rate 1.1% among 310,000;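 active means fluorescence ratio B-score at most minus 3 library SDs, with starting brightness B-score within 2 library SDs, cut at about -5.5 in these data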
The depositor's hits bear a star.

A first look, 2 compounds:
CC1CCN(C(=O)c2scc3c2OCCO3)CC1 was read as Kir21 block -0.18 and KCNQ2 block inactive.
For Cn1c(=O)c2c(nc(NCCCO)n2Cc2cccc(Br)c2)n(C)c1=O the results were Kir21 block 1.1 and KCNQ2 block inactive.

This part in full (from the top)
CC1CCN(C(=O)c2scc3c2OCCO3)CC1 was read as Kir21 block -0.18 and KCNQ2 block inactive.
For Cn1c(=O)c2c(nc(NCCCO)n2Cc2cccc(Br)c2)n(C)c1=O the results were Kir21 block 1.1 and KCNQ2 block inactive.
Screening CN(NC(=O)Nc1ccc(Cl)cc1)c1ncc(C(F)(F)F)cc1Cl returned Kir21 block -1 and KCNQ2 block inactive.
For Cc1c(OCc2ccccc2)c(=O)ccn1Cc1ccc(F)cc1 the results were Kir21 block 0 and KCNQ2 block inactive.
`CCN1C(=O)C2(C(C(=O)c3cc4ccccc4o3)=C(O)C(=O)N2CCCN2CCOCC2)c2ccccc21` (stereo unspecified) gave Kir21 block 0.24 and KCNQ2 block inactive.
`CC(C)(NS(=O)(=O)OCC(Cl)(Cl)Cl)c1ccccc1` gave Kir21 block -4.1 and KCNQ2 block inactive.
Screening Cc1ccc(-c2cn3c(=S)[nH]nc3s2)cc1 returned Kir21 block 1.3 and KCNQ2 block inactive.
Cc1ccc(NC(=O)c2cnc(SCC(=O)NCC3CCCO3)n(C)c2=O)cc1C (stereo unspecified) was read as Kir21 block 0.04 and KCNQ2 block inactive.
`NS(=O)(=O)c1ccc(NC(=O)c2ccc3c(c2)CCN3S(=O)(=O)c2ccccc2)cc1` gave Kir21 block -0.48 and KCNQ2 block inactive.
For CN1CCN(c2ccc(S(=O)(=O)N3CCCCC3)cc2NC(=O)Cc2ccccc2F)CC1 the results were Kir21 block 0.14 and KCNQ2 block inactive.
`O=c1cc(CSc2nnc(-c3cccs3)n2Cc2ccccc2)nc2sc3ccccc3n12` gave Kir21 block 1 and KCNQ2 block inactive.
For O=C(/C=C/c1ccccc1)NC(=S)NNC(=O)c1cccnc1 the results were Kir21 block -0.16 and KCNQ2 block inactive.
O=C(N/C(=C\c1ccccc1)C(=O)N1CCN(CCO)CC1)c1ccccc1 was read as Kir21 block 2 and KCNQ2 block inactive.
`CCOC(=O)C1=C(c2ccccc2)N=c2s/c(=C\c3ccc(O)cc3)c(=O)n2C1c1cccs1` (stereo unspecified) gave Kir21 block 0.89 and KCNQ2 block inactive.
For Cc1ccc(NC(=O)CSc2nnc(C)n2CC2CCCO2)cc1 (stereo unspecified) the results were Kir21 block 0.49 and KCNQ2 block inactive.
COc1cccc(CNC(=O)CCCn2nc(C)n3c(cc4sccc43)c2=O)c1 was read as Kir21 block -0.49 and KCNQ2 block inactive.
Screening Cc1c(C#N)c(NC(=O)CCl)n(Cc2cccs2)c1C returned Kir21 block -1.1 and KCNQ2 block inactive.
Screening Cc1[nH]nc(Nc2ccc(Br)cc2)c1[N+](=O)[O-] returned Kir21 block -0.8 and KCNQ2 block inactive.
`COc1ccc(OC)c(CN2CCC(CNC(=O)Nc3cccc(Cl)c3)CC2)c1` gave Kir21 block -1.8 and KCNQ2 block inactive.
`COc1ccc(S(=O)(=O)NCCc2c[nH]c3ccccc23)cc1OC` gave Kir21 block -2 and KCNQ2 block inactive.
For Cc1ccc(-c2csc(NNC(=O)c3ccccc3)n2)cc1 the results were Kir21 block -0.66 and KCNQ2 block inactive.
For Cc1oc(-c2ccc(C(F)(F)F)cc2)nc1CN(Cc1ccccn1)C[C@@H]1CCC(=O)N1 the results were Kir21 block 0.63 and KCNQ2 block inactive.
`Nc1ccccc1C#Cc1ccc([N+](=O)[O-])cc1` gave Kir21 block -0.57 and KCNQ2 block inactive.
Screening CC(C)CNC(=O)Nc1ccc(F)c(Cl)c1 returned Kir21 block 0.61 and KCNQ2 block inactive.

Pulled by structure from above, seven records:
`COc1ccc(S(=O)(=O)NCCc2c[nH]c3ccccc23)cc1OC` gave Kir21 block -2 and KCNQ2 block inactive.
For Cc1oc(-c2ccc(C(F)(F)F)cc2)nc1CN(Cc1ccccn1)C[C@@H]1CCC(=O)N1 the results were Kir21 block 0.63 and KCNQ2 block inactive.
COc1cccc(CNC(=O)CCCn2nc(C)n3c(cc4sccc43)c2=O)c1 was read as Kir21 block -0.49 and KCNQ2 block inactive.
Screening CC(C)CNC(=O)Nc1ccc(F)c(Cl)c1 returned Kir21 block 0.61 and KCNQ2 block inactive.
Screening Cc1c(C#N)c(NC(=O)CCl)n(Cc2cccs2)c1C returned Kir21 block -1.1 and KCNQ2 block inactive.
For Cc1ccc(NC(=O)CSc2nnc(C)n2CC2CCCO2)cc1 (stereo unspecified) the results were Kir21 block 0.49 and KCNQ2 block inactive.
`Nc1ccccc1C#Cc1ccc([N+](=O)[O-])cc1` gave Kir21 block -0.57 and KCNQ2 block inactive.

Other structures.
For Cc1ccc(CN2CCN(/N=C/c3ccc(Cl)c([N+](=O)[O-])c3)CC2)cc1 the results were Kir21 block 2.6 and KCNQ2 block inactive.
`COc1ccccc1C(=O)C1CCCN(Cc2cccc3nccnc23)C1` (stereo unspecified) gave Kir21 block -0.27 and KCNQ2 block inactive.
`CCC(C)Sc1cc(-c2nc3ccccn3c2NC2CCCCC2)ccc1OC` (stereo unspecified) gave Kir21 block 0.25 and KCNQ2 block inactive.
`COc1ccccc1NC(=O)C1=C(C)NC(=O)NC1c1cccc(OC)c1OC` (stereo unspecified) gave Kir21 block 1.6 and KCNQ2 block inactive.
For CCC(=O)N1N=C(c2cccs2)CC1c1ccc(OC)cc1 (stereo unspecified) the results were Kir21 block -1.8 and KCNQ2 block inactive.
Cc1ccc(CNc2ccc(N3CCOCC3)cc2)s1 was read as Kir21 block -0.17 and KCNQ2 block inactive.
Screening COc1ccc(OC)c(S(=O)(=O)N2CCC(C(=O)NCc3ccncc3)CC2)c1 returned Kir21 block -0.27 and KCNQ2 block inactive.
`COc1cc(/C=N/Nc2nc(C)cc(C)n2)cc(OC)c1OC` gave Kir21 block -0.36 and KCNQ2 block inactive.
Nc1ncc(-c2ccccc2)n1CC1CCCO1 (stereo unspecified) was read as Kir21 block 0.43 and KCNQ2 block inactive.
`O=C(Cc1c(F)cccc1Cl)Nc1ccccn1` gave Kir21 block 1.4 and KCNQ2 block inactive.
CCC(C)c1ccc(S(=O)(=O)N2CCN(c3ccccn3)CC2)cc1 (stereo unspecified) was read as Kir21 block 0.45 and KCNQ2 block inactive.
CC1CN(Cc2cc(=O)oc3cc(O)c(Cl)cc23)CC(C)O1 (stereo unspecified) was read as Kir21 block -2 and KCNQ2 block inactive.
COC(=O)CCSCC(=O)N1N=C(c2ccc(OC)cc2)CC1c1cccc(OC)c1OC (stereo unspecified) was read as Kir21 block 0.99 and KCNQ2 block inactive.
`CC(C)c1ccc(C(O)c2cnc(C(C)C)n2C)cc1` (stereo unspecified) gave Kir21 block -0.31 and KCNQ2 block inactive.
Screening CCn1c(SCC(=O)Nc2ccc(F)cc2F)nc2c(c1=O)SCC2 returned Kir21 block -0.75 and KCNQ2 block inactive.
`CC(=O)Nc1cc(S(=O)(=O)C(F)(F)F)ccc1Cl` gave Kir21 block 0.45 and KCNQ2 block inactive.
CCn1cc(C(=O)N[C@@H](CCSC)C(=O)NCCCOC)c(=O)c2cc3c(cc21)OCO3 was read as Kir21 block 0.87 and KCNQ2 block inactive.
CCc1ccc(C)c(OC(=O)c2cncc(Br)c2)c1 was read as Kir21 block 0.05 and KCNQ2 block inactive.
O=c1cnnc(SCc2ccc([N+](=O)[O-])cc2)[nH]1 was read as Kir21 block 0.73 and KCNQ2 block inactive.
For COC(C(=O)NCc1ccccc1C)c1ccccc1 (stereo unspecified) the results were Kir21 block -1.2 and KCNQ2 block inactive.
Screening O=C(c1ccccn1)C1CCCN(Cc2cn[nH]c2-c2cc3ccccc3o2)C1 (stereo unspecified) returned Kir21 block 0.3 and KCNQ2 block inactive.
Cc1cc(N=Cc2c(O)n(-c3cccc(Cl)c3)c(=O)c3ccccc23)no1 was read as Kir21 block 0 and KCNQ2 block inactive.
Screening Cc1cccc(OCC(=O)N(Cc2ccc(C)o2)C2CCS(=O)(=O)C2)c1 (stereo unspecified) returned Kir21 block 0.53 and KCNQ2 block inactive.
CCOC(=O)c1[nH]c2ccc(Br)cc2c1NC(=O)CCN1CCCC(C)C1 (stereo unspecified) was read as Kir21 block 1.1 and KCNQ2 block inactive.
COc1ccc(/C=C/C(=O)O)cc1S(=O)(=O)N1CCCCC1 was read as Kir21 block -1.3 and KCNQ2 block inactive.
For O=C(COc1ccccc1)NCC(=O)Nc1ccncc1 the results were Kir21 block 0.62 and KCNQ2 block inactive.
For Cc1cccc(N2C(=O)CC(Sc3nccc(C)n3)C2=O)c1 (stereo unspecified) the results were Kir21 block 0.83 and KCNQ2 block inactive.
`COc1ccc2oc(C(=O)OCC(=O)NC3CCCC3)c(C)c2c1` gave Kir21 block -0.01 and KCNQ2 block inactive.
CCOc1ccc(C(c2c(C)[nH][nH]c2=O)c2c(C)[nH][nH]c2=O)cc1OCC was read as Kir21 block -0.06 and KCNQ2 block inactive.
Cc1ccc(-c2n[nH]c(=S)n2/N=C/C=C/c2ccccc2[N+](=O)[O-])cc1 was read as Kir21 block 0.39 and KCNQ2 block inactive.
For COc1ccc(CCNC(=O)C2CCC(=O)N(CCc3ccc(OC)cc3)C2)cc1 (stereo unspecified) the results were Kir21 block -0.08 and KCNQ2 block inactive.
`C=CCOc1ccc(CNc2ccc3[nH]c(=O)[nH]c3c2)cc1` gave Kir21 block 0.17 and KCNQ2 block inactive.
`CC(C)C1=NOC(C(=O)N2CCC(N3CCC(C(=O)N4CCOCC4)CC3)CC2)C1` (stereo unspecified) gave Kir21 block -1.1 and KCNQ2 block inactive.
For COc1cccc(/C=N/NC(N)=S)c1OCc1cccc(Cl)c1 the results were Kir21 block 1.7 and KCNQ2 block inactive.
`NS(=O)(=O)c1ccc(NC(=O)COc2ccc(S(=O)(=O)N3CCCC3)cc2)cc1` gave Kir21 block -0.27 and KCNQ2 block inactive.
COc1cccc(NC(=O)CCNC(=O)N2CC(=O)Nc3ccccc32)c1 was read as Kir21 block 0.78 and KCNQ2 block inactive.
Screening CCNc1oc(COc2ccccc2F)nc1C#N returned Kir21 block 2.3 and KCNQ2 block inactive.
`COc1ccc(NC(=S)NCCSc2ccc(C)cc2)c(OC)c1` gave Kir21 block -2.2 and KCNQ2 block inactive.
Screening O=C(Nc1ccccc1C(=O)NC1CCCCC1)c1ccccc1 returned Kir21 block 0.12 and KCNQ2 block inactive.
`Cc1nn(-c2ccc(Cl)cc2Cl)c(C)c1C(=O)O` gave Kir21 block 0.29 and KCNQ2 block inactive.
For CN(C)c1ccc(C=Nc2ccccc2)cc1 the results were Kir21 block -0.93 and KCNQ2 block inactive.
C/C=C/C=N/NC(=O)CN(c1ccc(Br)cc1)S(=O)(=O)c1ccccc1 was read as Kir21 block 0.29 and KCNQ2 block inactive.
Screening CC(=O)Nc1ccc(C(=O)OCC(=O)N2CCCC2)cc1 returned Kir21 block -0.48 and KCNQ2 block inactive.
Cc1cc2cc(C(c3nnnn3Cc3ccccc3)N3CCc4ccccc43)c(=O)[nH]c2cc1C (stereo unspecified) was read as Kir21 block 2.8 and KCNQ2 block inactive.
Screening Cc1ccc(NS(=O)(=O)c2ccc(NC(=O)CN(c3cc([N+](=O)[O-])ccc3C)S(C)(=O)=O)cc2)c(C)c1 returned Kir21 block -0.73 and KCNQ2 block inactive.
O=C1NC(=O)/C(=C/c2cccc([N+](=O)[O-])c2)N1 was read as Kir21 block 0.09 and KCNQ2 block inactive.
Cn1cc(CN2CCCC(CNS(=O)(=O)c3cccc4cccnc34)C2)cn1 (stereo unspecified) was read as Kir21 block 0.9 and KCNQ2 block inactive.
`CCOC(=O)CSc1nnc(-c2ccc(OC)cc2)n1CC` gave Kir21 block 0.21 and KCNQ2 block inactive.
Screening COc1cc(C=C(c2nc3ccccc3s2)c2nc3ccccc3s2)ccc1O returned Kir21 block -0.38 and KCNQ2 block -6*.
Screening COc1cccc(CNc2ncn[nH]2)c1OCc1ccc(F)cc1 returned Kir21 block 0.41 and KCNQ2 block inactive.
O=C(N/N=C/c1ccc(OCCCF)cc1)c1ccc(C(F)(F)F)cc1 was read as Kir21 block 1.4 and KCNQ2 block inactive.
For COCCN1C(=O)/C(=C/c2ccc(N3CCCC3)cc2C)SC1=S the results were Kir21 block -2.1 and KCNQ2 block inactive.
`Nc1nnc(SCC(=O)c2ccccc2)s1` gave Kir21 block 2.4 and KCNQ2 block inactive.
`COc1ccc(CCN2C(=O)CC(NCCc3ccc(S(N)(=O)=O)cc3)C2=O)cc1OC` (stereo unspecified) gave Kir21 block -0.68 and KCNQ2 block inactive.
Screening COc1ccc(C(=O)NN2CCOCC2)cc1 returned Kir21 block 2 and KCNQ2 block inactive.
`COc1ccccc1Nc1ncnc2sccc12` gave Kir21 block -0.85 and KCNQ2 block inactive.
For COc1ccc(C2(C)NC(=O)N(CC(=O)Nc3ccc4[nH]c(=O)[nH]c4c3)C2=O)cc1 (stereo unspecified) the results were Kir21 block -3.3 and KCNQ2 block inactive.
For COc1ccc(NS(=O)(=O)c2cccs2)cc1S(=O)(=O)N1CCCCC1 the results were Kir21 block -0.94 and KCNQ2 block inactive.
For Cc1onc(-c2c(F)cccc2Cl)c1C(=O)OCC(=O)c1c(N)n(C)c(=O)n(C)c1=O the results were Kir21 block 0.12 and KCNQ2 block inactive.
`Cc1ccc(OCCOC(=O)CCc2nc3ccccc3c(=O)[nH]2)cc1` gave Kir21 block 1.6 and KCNQ2 block inactive.
Screening Cc1ccc(C)c(Cc2c(C)nc3c(C(=O)NCc4ccc5c(c4)OCO5)cnn3c2C)c1 returned Kir21 block 0.27 and KCNQ2 block inactive.
CCCc1c(C(=O)N/N=C/C(C)=C/c2ccco2)nnn1-c1nonc1N was read as Kir21 block -0.57 and KCNQ2 block inactive.
